APJ ag – activates the human apelin receptor APJ; P35414; CHO-K1 APJ PathHunter beta-arrestin, luminescence; 0% DMSO wells, 100% apelin; 330,000 compounds, 0.11% hits; activation, % at 20 µM; AID 2520;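 active = activation more than six SD over the plate average, tested at 20 µM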;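 also: 0% = DMSO alone and 100% = apelin-13 at 10 nM; some results filed as inactive read as strong as hits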
Target sequence (P35414 whole entry, looked up): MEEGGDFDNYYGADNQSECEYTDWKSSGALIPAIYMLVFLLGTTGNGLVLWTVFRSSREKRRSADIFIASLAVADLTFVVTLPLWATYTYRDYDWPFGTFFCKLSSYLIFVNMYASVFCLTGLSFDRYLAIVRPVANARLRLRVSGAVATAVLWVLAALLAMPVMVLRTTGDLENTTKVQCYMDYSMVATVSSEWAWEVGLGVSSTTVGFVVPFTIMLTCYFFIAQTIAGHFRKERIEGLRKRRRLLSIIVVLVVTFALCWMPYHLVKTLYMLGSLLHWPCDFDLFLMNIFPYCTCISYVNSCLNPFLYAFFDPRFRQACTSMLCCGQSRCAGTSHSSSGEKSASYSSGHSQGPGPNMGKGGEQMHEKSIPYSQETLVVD
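assay system = CHO-K1 APJ beta-arrestin complementation cell line | input = cell density 1000 per well | dosing = compound 20 µM once, DMSO 1% | timing = compound 90 min 25 °C, reagent 1 h | measured by = luminescence from split beta-galactosidase complementation, Galacton Star/Emerald II substrate | read-out basis = APJ agonist activity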
Mdm2 MdmX PPI – inhibitors of human Mdm2/MdmX interaction; AID 485346; inhibition, % at 8 µM; O15151+Q00987; SaOS-2 split-luciferase Mdm2/MdmX complementation, luminescence; 330,000 compounds, 3% hits;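 active = inhibition of at least 50% at 8 µM in the primary screen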
tim10-1 inh – inhibits growth of tim10-1 mutant yeast. S. cerevisiae tim10-1 ts strain growth, BacTiter-Glo, 24 h. inhibition, % at 20 µM. 330,000 compounds, 2.2% hits;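 active = inhibition of at least 40%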;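 also: mutant grown at 25 °C; 0% = DMSO wells with yeast and 100% = wells holding no yeast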
APJ antagonist – antagonists of human APJ apelin receptor; inhibition, % at 20 µM; CHO-K1 APJ beta-arrestin complementation, luminescence; 330,000 compounds, 0.32% hits; P35414;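 active = inhibition above about 40% at 20 µM, limit read from the data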;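 also: cells challenged with 10 nM apelin-13 agonist together with compound; plate controls were apelin-13 plus DMSO wells for no effect and DMSO wells lacking apelin-13 for full effect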
XBP1 UPR activ – activators of adaptive arm of unfolded protein response (XBP1); CHO-XBP1 luciferase reporter, IRE1-XBP1 UPR activation, luminescence; percent of tunicamycin response, DMSO as zero; activation, % at 20 µM; 330,000 compounds, 0.33% hits; AID 463104;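 active = versus positive control, 20 µM dose yields 30% or more activation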;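 also: 100% = tunicamycin at 10 µg/mL and 0% = DMSO only wells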
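Signal: luciferase luminescence; Assay system: CHO-XBP1 luciferase reporter cells; Amount: one thousand reporter cells per well; Dosing: 20 µM single concentration, DMSO 1%; Benchmarks: high control tunicamycin 10 µg/mL final, low control DMSO vehicle only; Schedule: 6 h compound exposure at 37 °C, 5% CO2; Evaluation: percent activation relative to tunicamycin reference.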
tim23-1 inh – tim23-1 yeast growth inhibition. S. cerevisiae tim23-1 growth, BacTiter-Glo luminescence, 24 h. 330,000 compounds, 1.3% hits. AID 463212. inhibition, % at 20 µM;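 active = growth inhibition of the mutant yeast at or above 50%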;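 also: temperature-sensitive mutant grown at 25 °C; plate controls were DMSO-treated mutant yeast for no effect and medium wells lacking yeast for full effect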
TIM10 inh – inhibits growth of TIM10 yeast strain; inhibition, % at 10 µM; 330,000 compounds, 1.4% hits; S. cerevisiae TIM10 strain growth, BacTiter-Glo luminescence, 24 h;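 active = inhibition of 40% or more at the single tested concentration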;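 also: wild-type TIM10 isogenic control strain grown at permissive 25 °C; 0% = DMSO yeast wells and 100% = minimal medium wells without yeast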
CXCR6 inh – blocks human CXCR6 beta-arrestin recruitment | CHO-K1 PathHunter CXCR6 beta-arrestin, luminescence | 360,000 compounds, 0.36% hits | inhibition, % at 20 µM | O00574; in the data active = inhibition above about 34%, passing the limit was not always enough;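 also: antagonist mode with CXCL16 agonist at 10 nM final; 0% = 10 nM CXCL16 with DMSO and 100% = unstimulated wells without agonist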
Target sequence (O00574 whole entry, looked up): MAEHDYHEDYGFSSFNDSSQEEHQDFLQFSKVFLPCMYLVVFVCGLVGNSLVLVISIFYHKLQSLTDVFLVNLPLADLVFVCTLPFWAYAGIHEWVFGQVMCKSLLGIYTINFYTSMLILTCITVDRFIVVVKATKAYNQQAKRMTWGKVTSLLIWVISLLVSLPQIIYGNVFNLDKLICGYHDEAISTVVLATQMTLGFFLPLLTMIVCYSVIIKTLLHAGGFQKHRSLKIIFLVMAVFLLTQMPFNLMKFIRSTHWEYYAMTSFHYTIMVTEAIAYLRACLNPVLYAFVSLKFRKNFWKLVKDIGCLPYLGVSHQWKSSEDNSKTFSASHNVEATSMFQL
UPR CHOP act – activators of apoptotic arm of unfolded protein response (CHOP) | CHO-CHOP luciferase reporter, UPR activation, luminescence; percent of tunicamycin response over DMSO baseline | activation, % at 10 µM | 330,000 compounds, 0.34% hits;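 active = at 10 µM dose, activation of 40% or more, normalized to positive control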;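 also: 100% = tunicamycin at 10 µg/mL and 0% = DMSO alone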
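System: CHO CHOP reporter cells. Amount: 500 cells per well. Buffer or medium: F12 medium, 10% FBS. Compound dosing: one dose, 10 µM in 0.5% DMSO. Incubation: 6 h compound exposure at 37 °C after overnight seeding. Technique: Steady-Glo luciferase luminescence. Benchmarks: tunicamycin and DMSO controls.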
Starred values were filed as active, the others as inactive. Not all compounds are listed; count on the stated rates, not on these rows.

SMILES	APJ ag	Mdm2 MdmX PPI	tim10-1 inh	APJ antagonist	XBP1 UPR activ	tim23-1 inh	TIM10 inh	CXCR6 inh	UPR CHOP act
Cc1cc(C)n2ncc(C(=O)O)c2n1	1.2	-5.1	-2.9	-6.4	-0.3	7.1	-25.1	-8.2	1.3
O=c1[nH]c(CN2CCN(c3ccc(O)cc3)CC2)nc2scc(-c3ccc(Cl)cc3)c12	-1.8	58.8*	10.7	-38.9	3.1	31.1	19.3	-10.8	-1.0
CCSc1nnc(NC(=O)CSc2nc3c(c(=O)n2-c2ccccc2OC)SCC3)s1	0.2	-8.6	11.1	-9.9	-3.2	8.1	2.1	-13.0	1.6
CCNC(=S)NNC(=O)CCc1nc2cc(Cl)ccc2n(Cc2ccccc2)c1=O	0.1	4.8	3.2	14.6	-2.5	9.3	-10.8	7.2	1.2
CCOc1ccc(C(C)=O)cc1CN1C(=O)C(=O)N(CC)C1=O	-3.7	-9.2	-10.6	-5.0	-2.0	-13.2	-9.1	6.6	0.8
CSc1ncccc1C(=O)OCC(=O)c1cccs1	-2.6	-4.2	9.5	8.2	2.3	9.9	9.6	0.5	1.7
COc1ccc(NC(=O)CS(=O)(=O)c2cn(CC(=O)N3CCCC3)c3ccccc23)c(OC)c1	-5.8	-2.5	7.4	-24.3	-2.1	12.9	-1.8	-5.3	-0.9
Fc1ccc(C2NC(=S)NC3=C2N2CCC3CC2)cc1 (stereo unspecified)	1.0	-2.9	1.8	-6.2	-2.1	19.5	12.4	-3.4	-0.5
CC1CCc2onc(C(=O)NCc3ccco3)c2C1 (stereo unspecified)	3.2	8.3	14.2	12.3	0.3	12.6	15.1	-2.9	1.1
CCOCCCn1c(SCc2nc3ccccc3s2)nc2ccccc2c1=O	1.2	-19.8	14.9	3.8	3.0	26.8	9.8	-11.9	2.6

Five entries out of the list, ordered by heavy-atom count, largest number first:
SMILES	APJ ag	Mdm2 MdmX PPI	tim10-1 inh	APJ antagonist	XBP1 UPR activ	tim23-1 inh	TIM10 inh	CXCR6 inh	UPR CHOP act
COc1ccc(NC(=O)CS(=O)(=O)c2cn(CC(=O)N3CCCC3)c3ccccc23)c(OC)c1	-5.8	-2.5	7.4	-24.3	-2.1	12.9	-1.8	-5.3	-0.9
CCSc1nnc(NC(=O)CSc2nc3c(c(=O)n2-c2ccccc2OC)SCC3)s1	0.2	-8.6	11.1	-9.9	-3.2	8.1	2.1	-13.0	1.6
CCOCCCn1c(SCc2nc3ccccc3s2)nc2ccccc2c1=O	1.2	-19.8	14.9	3.8	3.0	26.8	9.8	-11.9	2.6
CC1CCc2onc(C(=O)NCc3ccco3)c2C1 (stereo unspecified)	3.2	8.3	14.2	12.3	0.3	12.6	15.1	-2.9	1.1
Cc1cc(C)n2ncc(C(=O)O)c2n1	1.2	-5.1	-2.9	-6.4	-0.3	7.1	-25.1	-8.2	1.3

(next part)
SMILES	APJ ag	Mdm2 MdmX PPI	tim10-1 inh	APJ antagonist	XBP1 UPR activ	tim23-1 inh	TIM10 inh	CXCR6 inh	UPR CHOP act
NC(=S)N/N=C/c1ccccc1[N+](=O)[O-]	-0.6	-17.2	-2.0	-2.0	-0.2	21.5	-5.1	-4.1	1.6
CN(C)c1ccc(/C=C2\SC(=S)N(Nc3ncc(C(F)(F)F)cc3Cl)C2=O)cc1	-6.7	25.4	22.1	33.0	-3.2	-2.4	8.9	29.0	0.3
CCOP(=O)(OCC)C(Nc1ccccn1)c1ccccc1 (stereo unspecified)	-0.7	-21.0	26.6	-0.7	0.0	19.7	16.3	-2.3	-1.7
O=C(CSc1ncn[nH]1)NCCCc1ccccc1	-0.5	12.8	4.3	-5.9	-3.3	1.1	-9.2	-0.1	-1.5
CCc1ccc(C(=O)COC(=O)c2ccc(Cl)nc2)cc1	-3.0	7.6	7.1	-10.1	1.9	14.5	-7.1	7.1	3.2
O=c1c2nccnc2[nH]c(=S)n1Cc1ccccc1	-4.1	-9.8	-4.2	13.7	0.2	17.9	-18.7	1.3	1.3
CC(C)C[C@H](NC(=O)N1CCn2c1nc1ccccc12)C(=O)NCc1ccc2c(c1)OCO2	6.5	31.4	7.1	-11.0	-1.8	18.8	3.8	1.6	-0.8
CCN(CC)C(=O)c1cc2c(=O)n3cccc(C)c3nc2n1C	5.3	-2.6	24.9	-6.4	0.8	23.7	17.7	10.2	-0.4
O=C(NCCOc1ccccc1Cl)C(=O)Nc1ccccc1	-0.8	-9.8	-12.4	10.3	4.2	-0.6	8.7	-0.1	0.6
Cc1nnc(NC(=O)c2cc3n(n2)C(C(F)(F)F)CC(C2CC2)N3)s1 (stereo unspecified)	-2.5	-8.7	16.1	-10.8	-2.2	11.5	10.3	-3.7	4.5
CCCC(=O)Nc1ccc(NC(=S)NC(=O)c2ccccc2[N+](=O)[O-])cc1	0.1	25.5	-13.7	19.3	0.7	14.5	9.7	2.7	1.2
Cn1c(CO)cnc1SCc1ccc(F)cc1	0.6	15.8	0.6	10.1	3.3	9.0	-17.1	-1.8	6.8
COc1cccc(N2CCN(C(=O)CSc3ccc(F)cc3)CC2)c1	-1.4	5.8	11.5	-13.1	0.5	14.5	-15.7	0.5	0.3
COCCCNC(=O)C(=O)C1C(=O)Nc2ccccc21 (stereo unspecified)	-3.6	-2.8	-10.6	7.6	2.2	4.0	12.3	2.5	-0.7
COc1cc(/C=C/c2nc3ccccc3c(=O)[nH]2)ccc1OC(F)F	-4.1	-14.2	-7.2	10.4	0.0	7.7	2.8	3.7	4.9
c1ccc(C[C@H]2CNCCN2CCCCC2CCCCC2)cc1	-5.0	39.9	7.0	16.5	2.1	4.5	12.1	-1.6	-0.8
Cn1c(C(=O)NCCC2=CCCCC2)cc2c(=O)n3ccccc3nc21	-3.4	1.1	3.3	7.1	4.3	-4.3	-1.2	2.6	20.5
CCOc1ccc(S(=O)(=O)NCC(=O)N(C)Cc2cccnc2)cc1	0.2	-11.0	-8.0	4.9	2.0	-2.6	-4.3	8.4	-0.8
Cc1ccc(C)c(S(=O)(=O)N2CCCN(C)CC2)c1	-1.0	3.6	-1.3	6.8	-3.8	-1.5	-7.3	3.7	-0.3
CN(C)C(=O)c1noc2cc([N+](=O)[O-])ccc12	1.1	-31.8	10.3	-19.8	-0.3	2.3	2.1	3.1	-2.7
O=C(NNC(=S)NC(=O)c1cccnc1)c1ccc(F)cc1	-3.1	12.3	-9.3	-3.7	-1.8	8.2	2.6	14.6	-0.6
COc1cccc(-c2nc(CS(=O)(=O)CC(=O)Nc3cc(OC)ccc3OC)c(C)o2)c1	3.7	-15.3	-6.5	-1.7	-2.9	11.3	17.2	2.9	2.2
CC[C@H](C)[C@@H](CN[C@H](C)CNC)NCCC(c1ccccc1)c1ccccc1	-4.5	98.9*	-0.1	7.7	-0.7	-2.9	4.3	0.8	-1.5
CCOC(=O)c1[nH]c(C)c(C(=O)NCc2ccccn2)c1C	1.7	-6.4	-4.4	23.8	-0.6	13.1	-19.0	0.6	0.7
CC(=O)Nc1ccc(NC(=O)C(C)Oc2ccccc2F)cc1 (stereo unspecified)	2.7	-0.7	21.0	-7.4	-1.3	21.9	9.8	-10.6	0.5
CCOc1ccc(C(=O)NC(=S)NC2CCCC2)cc1[N+](=O)[O-]	-2.1	-16.2	19.0	-5.2	-3.9	23.3	-5.2	9.7	-1.0
CCN1CCN(C(c2ccccc2)c2nnnn2CCc2ccc(OC)c(OC)c2)CC1 (stereo unspecified)	-0.7	11.2	-0.1	-20.8	-0.5	8.9	-2.5	3.5	-1.8
Cc1cc(Br)ccc1NC(=O)CN(C)C(=O)Cn1c(=O)cnc2ccccc21	0.7	35.0	-1.8	11.5	-5.6	-8.8	3.5	-6.3	2.9
CN(C)S(=O)(=O)c1ccc2c(c1)nc(CCC(=O)O)n2C	-2.2	0.1	3.6	-21.4	-4.8	10.7	12.4	-4.0	1.8
CCSc1nnc(NC(=O)c2cc(C)nc3ccccc23)s1	-5.3	-10.5	19.2	-8.1	-1.9	-3.7	3.5	0.3	2.5
CNC(=O)/C(C#N)=C\c1cc(C)n(-c2ccc(N3CCOCC3)cc2)c1C	1.6	18.7	-5.9	-4.2	-5.1	-13.5	-6.6	-7.4	1.6
O=C(Nc1ccccc1Cl)c1ccc(S(=O)(=O)N2CCOCC2)cc1	1.4	3.5	20.4	-12.3	-2.9	-2.4	3.8	0.0	-0.7
Cn1c(=Nc2ccccc2)sc2ccccc21	-2.6	5.3	10.8	16.0	1.5	28.4	13.8	5.8	7.7
O=C1NC(=O)/C(=C\c2ccc(N3CCOCC3)o2)N1	-0.4	5.3	-6.0	7.6	-1.7	4.2	-8.5	-6.4	3.8
COc1ccc(CC(=O)Nc2nnc(C)s2)cc1	1.0	16.0	8.0	-3.4	0.0	0.1	-8.2	5.9	0.9
CC1CCCN(Cc2c(C(=O)N3CCc4ccccc4C3)nc3ccc(Cl)cn23)C1 (stereo unspecified)	-1.1	4.3	22.7	-2.0	-4.5	17.2	6.2	-2.5	0.3
Cc1c(C=O)c(=O)n(-c2ccccc2)n1-c1ccccc1	0.4	9.3	13.4	-5.1	0.4	10.7	7.7	-3.8	0.2
CCOc1ccc(NS(=O)(=O)c2ccc3[nH]cc(C(=O)NCC4CCCO4)c(=O)c3c2)cc1 (stereo unspecified)	1.2	0.7	7.9	2.0	-1.2	-4.3	0.2	-3.3	0.2
Cc1ccc(C(=O)N2CCN(c3ccc(NC(=O)CSc4ccc(Cl)cc4)cc3)CC2)cc1	-0.8	-6.1	12.0	-8.1	-2.0	-15.4	-35.2	-8.0	2.4
Cc1cc(C)nc(NC(=O)Cc2ccc(Cl)cc2)c1	-4.0	15.8	16.8	10.1	-1.7	30.9	-1.4	-19.5	3.7
CCn1cc(CN2CCC(n3nccc3NC(=O)CCCc3ccccc3)CC2)cn1	7.7	2.8	5.1	0.7	-5.7	12.1	13.1	-4.9	2.0
O=C1Nc2ccc(S(=O)(=O)N3CCCC3)c3ccc(S(=O)(=O)N4CCCC4)c1c23	-2.9	17.4	15.9	3.9	2.5	1.8	3.8	11.2	-2.0
CCN(c1ccccc1)S(=O)(=O)c1ccc(C(=O)Nc2c(C)n(C)n(-c3ccccc3)c2=O)cc1	-3.0	11.5	7.2	11.4	0.0	9.4	-5.6	-1.1	0.2
CCOC(=O)CSc1nc(-c2ccc3c(c2)OCO3)ccc1C#N	6.0	21.3	-3.8	-5.2	0.0	4.8	-16.4	-12.6	4.2
NC(=O)CC[C@H](NC(=O)c1ccc(F)cc1)C(=O)N1CCN(Cc2ccc3c(c2)OCO3)CC1	-2.3	29.6	-9.1	6.4	-2.8	-1.1	4.2	-9.2	-0.8
CC1=C(C(=O)OCCC(C)C)C(c2ccc3c(c2)OCO3)NC(=O)N1 (stereo unspecified)	-0.2	5.2	8.3	6.3	4.8	18.9	-1.9	0.3	3.0
